Runt-CBFb FRET: Runt domain-CBFb interaction inhibition | Cerulean-Runt/Venus-CBFb FRET ratio 530/480, 1 h | inhibition, % at 20 µM | Q01196+Q13951 | actives 0.46% (n = 220,000) | AID 1496;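 active means inhibition over about 50% at 20 µM in the single-dose screen, limit read from the data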;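 further: 0% = DMSO wells and 100% = excess unlabeled CBFb competitor control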
Target sequence (Q01196 whole entry, looked up, the tested form may be a part): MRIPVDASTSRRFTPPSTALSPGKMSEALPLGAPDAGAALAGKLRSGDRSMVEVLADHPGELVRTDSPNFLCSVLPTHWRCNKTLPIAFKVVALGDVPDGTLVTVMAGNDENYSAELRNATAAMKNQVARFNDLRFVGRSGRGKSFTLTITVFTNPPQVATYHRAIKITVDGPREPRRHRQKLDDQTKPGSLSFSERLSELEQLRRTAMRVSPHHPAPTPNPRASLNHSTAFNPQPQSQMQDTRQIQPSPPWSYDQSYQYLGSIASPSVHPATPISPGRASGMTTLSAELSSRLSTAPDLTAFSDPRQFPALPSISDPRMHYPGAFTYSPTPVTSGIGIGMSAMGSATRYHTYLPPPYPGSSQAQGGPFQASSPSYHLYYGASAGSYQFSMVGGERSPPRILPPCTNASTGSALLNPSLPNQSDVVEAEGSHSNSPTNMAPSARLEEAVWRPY
Target sequence (Q13951 whole entry, looked up, the tested form may be a part): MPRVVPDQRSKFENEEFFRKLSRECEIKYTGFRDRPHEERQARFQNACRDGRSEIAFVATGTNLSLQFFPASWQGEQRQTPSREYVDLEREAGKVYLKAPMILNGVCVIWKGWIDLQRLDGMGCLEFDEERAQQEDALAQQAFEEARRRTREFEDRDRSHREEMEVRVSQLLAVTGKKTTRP
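test system = Cerulean-tagged RUNX1 Runt domain (FRET donor) fusion protein | reagent = Venus-CBFb binding partner, 100 nM | incubation = protein complex preformed 1 h, compound exposure 1 h, room temperature, dark | detection = FRET fluorescence | read-out basis = loss of energy transfer signal | controls = 5 µM unlabeled CBFb as full-inhibition high control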
NPY-Y2 PAM-ag: human NPY-Y2 potentiation or agonism, primary screen; P49146; cells expressing NPY-Y2, potentiator/agonist read-out; activation, % at 3.6 µM; actives 0.45% (n = 220,000); AID 1359; in the data active means activation above about 27%;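 further: cells stimulated with NPY near EC25 plus isoproterenol at EC100; 0% = vehicle plus submaximal agonist and 100% = vehicle plus saturating agonist; some results beyond the cut were filed as inactive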
NPY1 pot ag: potentiators or agonists of human neuropeptide Y receptor Y1; NPY-Y1 expressing cells, potentiator/agonist activation; activation, % at 3.6 µM; actives 0.37% (n = 220,000); in the data active means activation above about 33%, passing the limit was not always enough;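 further: cells stimulated with NPY at EC10 then isoproterenol at EC100; 0% = low agonist plus stimulus and 100% = saturating agonist plus stimulus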
Ba/F3 V617F tox: loss of viability in JAK2V617F-driven Ba/F3 cells | Ba/F3 EpoR-JAK2V617F viability, ATP luminescence | inhibition, % at 5.6 µM | actives 1.1% (n = 220,000) | AID 1446;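 active means inhibition above the campaign mean plus 3 SD over all tested compounds, cut at about 24% in these data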;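 further: cytokine-independent growth of Ba/F3 cells driven by EpoR plus mutant JAK2; 0% = DMSO-treated cells and 100% = JAK inhibitor I control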
RBBP9 inhibitor: human RBBP9 hydrolase inhibition. AID 1515. actives 0.2% (n = 220,000). recombinant RBBP9, FP-Rh probe fluorescence polarization. inhibition, % at 7.94 µM;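 active means inhibition above the campaign mean of all tested compounds plus 3 SD, cut at about 14% in these data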;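 further: plate controls were DMSO wells with RBBP9 for no effect and wells lacking RBBP9 protein for full effect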
Target sequence (O75884 whole entry, looked up): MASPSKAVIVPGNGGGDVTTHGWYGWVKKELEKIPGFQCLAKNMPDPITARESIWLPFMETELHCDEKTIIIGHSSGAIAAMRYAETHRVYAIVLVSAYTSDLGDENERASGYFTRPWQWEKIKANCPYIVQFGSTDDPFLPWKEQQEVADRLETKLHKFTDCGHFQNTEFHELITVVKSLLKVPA
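system = RBBP9 protein | input = RBBP9 at 2.5 µM in dispensed solution, before mixing | measured by = fluorescence polarization (mP), excitation 525 nm, emission 598 nm | incubation = enzyme-compound preincubation 30 min, then probe labeling 45 min, 25 °C | buffer or medium = Tris-NaCl-Pluronic buffer, pH 8.0 | compound = single dose 7.94 µM | also added = FP-Rh probe, 375 nM dispensing solution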
S1P4 antagonist: antagonists of human S1P4 receptor | O95977 | S1P4-expressing cells, antagonist mode, reporter read-out | inhibition, % at 4.98 µM | actives 0.26% (n = 220,000) | AID 1510; in the data active means inhibition above about 29%;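 further: 0% = wells stimulated with agonist and 100% = vehicle wells without agonist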
BaF3 parental: reduces parental Ba/F3 cell viability, JAK2V617F counter-screen | CellTiter-Glo ATP luminescence | inhibition, % at 5.6 µM | actives 1.1% (n = 220,000);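 active means inhibition above a per-campaign cutoff, the mean inhibition of all tested compounds plus 3 SD, cut at about 27% in these data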;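 further: 0% = DMSO wells and 100% = JAK Inhibitor I control wells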
S1P4 ag: human S1P4 receptor agonism. O95977. S1P4-expressing cell line, agonist reporter assay. activation, % at 4.98 µM. actives 0.35% (n = 220,000); in the data active means activation above about 11%;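 further: 0% = DMSO vehicle and 100% = reference agonist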
NPY-Y1 antag: antagonists of human neuropeptide Y receptor Y1 | P25929 | HEK293-CNG Y1 cells, membrane potential fluorescence; NPY at EC95, then isoproterenol | inhibition, % at 3.6 µM | actives 1% (n = 200,000) | AID 1040;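 active means inhibition above the campaign mean inhibition of all tested compounds plus 3 SD, cut at about 20% in these data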;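 further: 0% = DMSO wells given NPY plus isoproterenol and 100% = isoproterenol alone without NPY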
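Test system: HEK293 cells co-expressing NPY Y1 receptor and cyclic-nucleotide gated channel; Also added: NPY (25 nM), isoproterenol (1 µM), Ro 20-1724 (25 µM); Compound dosing: one concentration, 3.6 µM, in 0.4% DMSO; Timing: dye 3 h, compound 60 min room temperature, stimulation 45 min; Technique: Membrane-potential fluorescent dye readout.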
* = called active by the depositor; . = no result given.

Results follow in this order: Runt-CBFb FRET, NPY-Y2 PAM-ag, NPY1 pot ag, Ba/F3 V617F tox, RBBP9 inhibitor, S1P4 antagonist, BaF3 parental, S1P4 ag, NPY-Y1 antag
C[C@H](CCC(=O)O)[C@H]1CC[C@H]2[C@@H]3C(=O)C[C@@H]4CC(=O)CC[C@]4(C)[C@H]3CC(=O)[C@]12C
→ 1, 7, 3, -3, 3, -12, 1, -2.6, 6
CCOC(=O)/C(=N\Nc1ccccc1)c1csc(Nc2ccc(C)cc2)n1
→ -1, 7, -6, 4, -8, -15, 8, 1.3, 5
COc1ccc(S(=O)(=O)Nc2cc(C(=O)NC(C)C)ccc2N2CCOCC2)cc1
→ -2, 7, 9, 0, -2, 12, 5, -4.3, -4
Cc1csc(=Nc2cccnc2)n1Cc1ccco1
→ 1, 6, -8, 0, -9, -13, 0, 0.6, -2
COC(=O)c1ccc(CSc2ncnc3sc(C)c(C)c23)o1
→ 1, 1, -16, -5, -2, -6, 4, -0.7, 1
N#Cc1ccccc1Cn1c(=O)n(Cc2ccc(C(=O)NCc3ccco3)cc2)c(=O)c2sccc21
→ 7, 13, 12, -3, -1, 3, 3, 0.3, -2
O=C(OCN1C(=O)c2ccccc2C1=O)c1ccco1
→ 0, -12, -9, 5, -7, -4, 8, 0.1, 0
COc1ccc2nc(/C=N/NC(=O)CCCCCNC(=O)OC(C)(C)C)ccc2c1
→ -2, 3, -21, 0, 3, 10, -6, -0.8, .
CN1CCN(S(=O)(=O)c2ccc(NC(=O)c3ccco3)cc2)CC1
→ 0, 5, 10, -2, -10, -8, 0, 0.8, 5
CCn1c2ccccc2c2cc(/C=N/O)ccc21
→ 1, -16, 1, 1, 1, -3, 13, -0.2, 3
COc1ccc([N+](=O)[O-])cc1/C=N/NC(=O)c1nonc1N
→ 0, -6, -1, 0, 3, 4, 2, -1.7, -3
O=S(=O)(Nc1ncccn1)c1ccc(NS(=O)(=O)c2cccc(Cl)c2Cl)cc1
→ -2, -4, -25, 4, 3, -5, 8, 2.6, -4
CCOC(=O)C1CCCN(S(=O)(=O)c2cn(C)c(=O)n(C)c2=O)C1 (centres undefined)
→ 4, -11, -9, -4, -4, -5, 2, -0.3, 4
CCSc1nnc(NC(=O)CSc2nc3c(c(=O)n2-c2ccccc2)SCC3)s1
→ -4, 11, -34, 0, -8, 8, 3, 2.6, -3
CCCCCCSc1nsc(NC(C)=O)n1
→ -6, 10, 18, -2, -5, -10, 2, 0.8, 0
COC(=O)C1=C(N)Oc2cc(C)n(CCN3CCOCC3)c(=O)c2C1c1cccnc1 (centres undefined)
→ -3, 7, -28, -2, -5, -6, -1, -3.1, 5
O=c1[nH]c2ccc(Cl)cc2c(-c2ccccc2)c1CN1CCOCC1
→ 0, -6, 9, -1, -7, -17, 1, -0.6, -5
CC1(C)Cc2c(C#N)c(SCCC#N)nc(N3CCOCC3)c2CS1
→ -7, -8, -9, -4, -3, 3, 1, 0.8, 3
O=C(CSc1nnc(-c2ccco2)c(-c2ccco2)n1)c1ccccc1
→ ., 12, 4, -4, -9, -18, -2, 1.4, -2
Cc1ccc(S(=O)(=O)CCC(=O)OCC(=O)Nc2ncc(Cl)cc2Cl)cc1
→ 2, 3, -7, 1, -9, -3, 5, -0.2, 3

Among those listed so far, two have a cyano group.
Results follow in this order: Runt-CBFb FRET, NPY-Y2 PAM-ag, NPY1 pot ag, Ba/F3 V617F tox, RBBP9 inhibitor, S1P4 antagonist, BaF3 parental, S1P4 ag, NPY-Y1 antag
N#Cc1ccccc1Cn1c(=O)n(Cc2ccc(C(=O)NCc3ccco3)cc2)c(=O)c2sccc21
→ 7, 13, 12, -3, -1, 3, 3, 0.3, -2
CC1(C)Cc2c(C#N)c(SCCC#N)nc(N3CCOCC3)c2CS1
→ -7, -8, -9, -4, -3, 3, 1, 0.8, 3

Next part.
Results follow in this order: Runt-CBFb FRET, NPY-Y2 PAM-ag, NPY1 pot ag, Ba/F3 V617F tox, RBBP9 inhibitor, S1P4 antagonist, BaF3 parental, S1P4 ag, NPY-Y1 antag
N#C/C(=C\c1ccc(Cl)cc1)C(=O)Nc1cccnc1
→ -1, 0, -26, -1, -10, 1, 0, -0.2, .
CCn1cc(C(=O)O)c(=O)c2cc(F)c(N3CCN(C(=S)NC(=O)c4cccc(F)c4)CC3)cc21
→ 6, 10, 11, -7, -3, 3, 5, -2.4, .
O=C(Nc1cccc(OC(=O)c2cccnc2)c1)c1cccnc1
→ -2, -3, 5, 7, -6, -3, 4, -0.3, -3
CCOc1ccc(C(=O)NCCO)cc1
→ 2, 4, 14, 0, -2, -8, 4, -1.0, 2
CN(C)C1(CNC(=S)Nc2ccccc2C(F)(F)F)CCCCC1
→ 0, -2, 13, 1, 6, -7, 7, 1.5, 4
CC1=C(C(=O)OCc2ccc3c(c2)OCO3)C(c2ccc(O)c([N+](=O)[O-])c2)NC(=O)N1 (centres undefined)
→ -2, 11, 14, 4, -6, -18, 8, 1.0, 0
CCN(CC(=O)NC1CCS(=O)(=O)C1)S(=O)(=O)c1ccccc1 (centres undefined)
→ 3, 9, 5, -3, -4, -7, 7, -0.4, 0
COc1cccc(-c2nn(-c3ccccc3)cc2CO)c1
→ 0, 27, 40, -4, -7, -20, 0, -0.7, -11
Cc1nn(-c2ccc(F)cc2)c2nc(N)c(C#N)c(-c3cccs3)c12
→ 0, -17, -45, -1, -9, -34, 5, 2.4, 12
COc1nc(-c2ccc(Cl)cc2)ccc1-c1noc(-c2cccs2)n1
→ 0, -5, -1, -2, -4, 6, 3, -2.0, 4
Cc1ccc(C)c(/C(O)=C2\C(=O)C(=O)N(CCCn3ccnc3)C2c2cccnc2)c1 (centres undefined)
→ -3, -10, -3, 7, -2, -5, 5, -1.6, 1
O=C(Nc1cccnc1)Nc1ccc(Cl)cc1Cl
→ 2, 5, -16, 0, -3, -7, 6, 0.9, 4
Cc1cc(=O)[nH]c(CN2CCOCC2)n1
→ 4, 4, 11, 2, -3, -19, 10, 1.0, -1
O=C(CCn1nc(-c2ccc(Cl)cc2)ccc1=O)NCc1cccnc1
→ -1, -6, -32, -5, 1, 7, -1, -1.5, -3
COc1ccc(N(CC(=O)NCc2ccccc2)S(=O)(=O)c2c(C)nn(C)c2C)cc1
→ 2, -5, 1, -1, -4, -6, 1, -2.4, 4
c1ccc(CN2CCN(c3ncccn3)CC2)nc1
→ -1, 7, -15, 2, -2, -25, 2, 1.7, 8
COC(=O)C1=C(C)N(Cc2ccco2)C(=O)N[C@H]1c1ccc(Br)cc1
→ 0, 9, 18, -2, -2, -2, 1, -0.1, 3
O=C1C2CCCN2C(c2ccccc2)N1c1cccc(Cl)c1 (centres undefined)
→ 2, -1, 6, -5, -2, -16, 0, 0.9, -1
Cc1csc(N2CCCC2=O)n1
→ 1, -1, 3, -3, -7, -15, 7, -1.1, 9
CC1(C)CC(=O)C(C=NCCN2CCNCC2)=C(O)C1
→ 0, -16, 0, 0, 2, 5, 11, 0.1, 5
O=C(NCC1CCCO1)C1CCCN(S(=O)(=O)c2cccc3nsnc23)C1 (centres undefined)
→ 2, 6, -16, 2, -6, 8, 5, -1.6, -2
CN1CC(=O)N(CC(=O)NCc2ccc3c(c2)OCO3)C1=O
→ 2, -10, 1, -3, -5, -12, 3, -3.1, -2
Cc1cc(C)cc(N=C2SC(CC(=O)Nc3ccccc3)C(=O)N2CCN2CCOCC2)c1 (centres undefined)
→ -3, -15, 11, 3, -8, 5, 8, 1.6, 3
COc1ccc(CNCCC2(C(C)C)CCOC(C)(C)C2)cc1 (centres undefined)
→ 0, -20, -3, -2, -1, -2, -12, 0.5, .
CC(C)c1ccc(OCC(O)CN2CCN(c3ccccc3)CC2)cc1 (centres undefined)
→ -3, -19, -37, -1, 1, -16, -1, 0.6, 4
Cc1cc(C)cc(N2C(=O)C3NN=C(C(=O)OCc4ccccc4)C3C2=O)c1 (centres undefined)
→ -5, 7, 4, 0, 1, -18, 3, 0.8, 5
Cc1cccc(NC(=O)Cn2nnc(C(=O)NCc3cccs3)c2N)c1C
→ -3, 3, -11, -2, 3, 4, 3, -1.2, -4
Cc1ccc([N+](=O)[O-])cc1S(=O)(=O)N1CCCC1
→ 0, 2, 0, 1, 0, -3, 5, 1.4, 2
O=C1/C(=C\c2cccs2)SC(=S)N1C1CCS(=O)(=O)C1 (centres undefined)
→ 8, 4, 13, -3, 0, 6, 5, 0.6, 11
CCNc1ccc(S(=O)(=O)N(C)C)cc1[N+](=O)[O-]
→ -16, -8, 1, -1, 3, -18, 8, 0.9, 6
CCCNC(=O)CNC(=S)N(Cc1ccccc1F)C1CCCCC1
→ -3, -7, 6, 1, -6, -18, 2, 1.1, 2
Cc1ccc(-c2cc(C(=O)NCCc3ccc(S(N)(=O)=O)cc3)c3ccccc3n2)cc1
→ -4, -13, -9, 8, -29, 0, 3, -0.9, -3
O=C(O)c1ccc(-c2ncc[nH]2)cc1
→ 0, 11, 0, -2, -3, -19, -1, -2.1, 2
Cc1ccc(C2N(c3ccccc3)C(=S)N3CCCN23)cc1 (centres undefined)
→ 2, 4, 3, -2, 4, 10, 4, 3.7, -4
CCOC(=O)c1cc(NC(=O)SCC(=O)O)c(C)nc1C
→ -2, 20, 0, -4, 4, -12, -2, 2.2, 6
CN(C)c1ccc(-c2nc3ccccc3n2C)cc1
→ -2, -5, 19, 44*, -4, -8, 53*, 2.2, -3
O=C(CSc1ncn[nH]1)Nc1c(F)cc(F)cc1Br
→ -1, -6, -1, 0, -6, 0, 4, -3.5, 1
COc1ccc(OC)c(N(CC(=O)Nc2ccc3c(c2)OCCO3)S(C)(=O)=O)c1
→ 0, 8, -5, -2, -5, -2, 0, -0.6, 4
O=C(CCc1nnc(C2CCCCC2)o1)N1CCN(Cc2ccccc2)CC1
→ 1, -3, 3, -2, 5, -5, 2, -1.0, 14
